BLM inh: blocks DNA unwinding by human BLM helicase; P54132; recombinant BLM DNA unwinding, fluorescence dequenching; Potency, µM (highest dose often 56.1 µM), for inactives: top-dose activity change, negative = inhibition, most hits filed as inhibitors; actives 0.2% (n = 350,000);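 also: plate controls were vehicle for no effect and no enzyme for full effect; nearly all actives have a fitted effect of over 35% in size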
APEX1 inh: blocks human APE1 abasic DNA cleavage; P27695; recombinant APE1, TAMRA/BHQ-2 abasic DNA cleavage fluorescence; Potency, µM (titrated, usually from 65.8 µM), for inactives: at the highest dose activity change, negative = inhibition, actives largely listed as inhibitors; actives 0.35% (n = 350,000);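 also: plate controls were vehicle for no effect and reference inhibitor for full effect; nearly all actives have a fitted effect of over 55% in size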
Target sequence (P27695 whole entry, looked up): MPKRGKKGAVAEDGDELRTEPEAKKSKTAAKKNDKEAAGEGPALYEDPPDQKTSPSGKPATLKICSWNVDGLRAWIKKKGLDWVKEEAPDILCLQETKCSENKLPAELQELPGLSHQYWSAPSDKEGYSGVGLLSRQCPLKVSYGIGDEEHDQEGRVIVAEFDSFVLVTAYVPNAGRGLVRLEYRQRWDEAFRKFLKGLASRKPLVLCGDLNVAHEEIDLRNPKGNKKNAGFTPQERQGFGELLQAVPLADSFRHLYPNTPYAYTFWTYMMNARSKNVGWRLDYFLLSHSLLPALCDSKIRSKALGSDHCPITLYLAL
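Enzyme (0.75 nM final) and test compound are incubated 15 min at room temperature before adding 50 nM quenched THF abasic-site duplex. Cleavage dequenches TAMRA, followed at 525/598 nm over three reads one minute apart.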
Anesthetic bind: binds horse apoferritin like a general anesthetic | P02791 | apoferritin/1-aminoanthracene competitive binding, fluorescence | Potency, µM (titrated, usually from 77.5 µM), for inactives: top-dose activity change, negative = displacement, actives largely listed as inhibitors | actives 0.074% (n = 350,000) | AID 485281; also: nearly all actives have a fitted effect of over 20% in size
Target sequence (P02791 2-175 limits assumed): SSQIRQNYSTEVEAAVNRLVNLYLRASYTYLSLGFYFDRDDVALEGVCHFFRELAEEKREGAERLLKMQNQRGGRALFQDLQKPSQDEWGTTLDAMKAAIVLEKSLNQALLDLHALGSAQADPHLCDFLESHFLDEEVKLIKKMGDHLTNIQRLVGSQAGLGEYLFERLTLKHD
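Apoferritin-based anesthetic binding model; compound displacement of fluorescent 1-AMA measured as endpoint fluorescence after 10 minutes at room temperature, scaled to free-ligand and complex controls.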
Numbers without * were called inactive; ? = inconclusive; & = joins results of further samples; [ ] = another dose, or the depositor's remark. Calls follow the shape of the dose curve; as a rule, active = well fitted curve in the direction sought with a large enough effect; inconclusive = small, poorly fitted or top-dose-only effect, or another doubt; inactive = no such curve, though single readings can be large; an effect the other way counts as inactive or inconclusive. Unless noted, % is scaled to controls: 0 for no effect and ±100 for the full control effect; potency is read from the fitted curve at half-maximal effect. The list is partial. The share of hits here may be higher or lower than overall.

SMILES	BLM inh	APEX1 inh	Anesthetic bind
COC(=O)[C@@]1(Cc2ccc(OC)cc2)[C@H]2c3cc(C(=O)N4CCCC4)n(CCc4c[nH]c5ccc(OC)cc45)c3C[C@H]2CN1C(=O)c1ccccc1	-5%	-4%	-4%
COC(=O)[C@@H]1C[C@@H]2CC[C@@H](O)C[C@@H]2N1Cc1ccc(C)s1	-1%	-4%	4%
COc1cccc(C2=Nn3c(nnc3-c3cccc(OC)c3OC)SC2)c1	-2%	-1%	-21%
COCCNc1nc(C)nc2c1nc(-c1ccccc1)n2CCN1CCCCC1	-2%	-2%	-6%
CC[C@@]1(O)C(=O)COc2c1cc1n(c2=O)Cc2c-1nc1cccc(C(C)C)c1c2[Si](C)(C)C	-3%	-6%	64%[activator]
COC(=O)c1ccc(C(/C=C/[C@@H](C)C(=O)NCCN2CCCC2)NC(=O)OCc2ccccc2)cc1 (some centres not stated)	-2%	-4%	1%
COC(=O)[C@@]1(Cc2ccccc2)C=C[C@@H](C)N1C(=O)c1ccccc1	-3%	-5%	-9%
Cc1nc(NC2CCCCC2)c2nc(-c3ccccc3)n(CC3CCN(C)CC3)c2n1	4%	-6%	8%
CCC/C=C(\CCC)C(NC(=O)c1cccs1)c1ccc(C(F)(F)F)cc1 (configuration not stated)	1%	-11%	-5%
CCOc1ccccc1-c1nnc2n1N=C(c1cc(OC)ccc1OC)CS2	2%	-5%	-20%
CCC/C=C(\CCC)C(NS(=O)(=O)c1ccc(C(F)(F)F)cc1)c1ccc(C(=O)OC)cc1 (configuration not stated)	-14%	-14%	-1%
CCCC/C=C/C(NC(=O)c1ccco1)c1ccccc1 (configuration not stated)	1%	0%	5%
Cc1noc(C)c1-c1ccc2ncnc(NCc3ccccc3C(F)(F)F)c2c1	6%	9%	0%
CCC/C=C(\CCC)C(NC(=O)CCc1ccccc1)c1ccc(C(F)(F)F)cc1 (configuration not stated)	-4%	11%	-4%
CCCn1c(-c2ccc(F)cc2)nc2c(NCCCCN(C)C)nc(C)nc21	-6%	20%	-6%
Cc1nc(NCCO)c2nc(-c3ccccc3)n(CCCN(C)C)c2n1	2%	-2%	-6%
O=C(O)c1ccc2c(c1)C(=O)N([C@H](Cc1ccc(Cl)cc1)C(=O)O)C2=O	-14%	16%	1%
COC(=O)[C@@H]1C[C@@]2(O)[C@H](O)[C@H](O)[C@H](O)C[C@H]2N1Cc1ccc(N2CCN(C)CC2)cc1	-13%	16%	-4%
COc1ccc(C[C@H](C(=O)O)N2C(=O)c3ccc(C(=O)O)cc3C2=O)cc1	5%	-7%	5%
Cc1noc(C)c1-c1ccc2ncnc(NCc3ccc(C(F)(F)F)o3)c2c1	-6%	?	-13%
COC(=O)c1ccc(C(NC(=O)OCc2ccccc2)/C(=C/[C@@H](C)C(=O)N[C@@H](CO)Cc2ccccc2)c2cccnc2)cc1 (some centres not stated)	-5%	-7%	?
COc1ccc(C2=Nn3c(nnc3-c3ccc(OC)c(OC)c3)SC2)c(OC)c1	-6%	-4%	-21%
COC(=O)[C@H]1C[C@@H]2CC[C@@H](O)C[C@@H]2N1Cc1c(F)cccc1Cl	-6%	-2%	-8%
C=C(N(C)C)[C@]1(C)C[C@H]1[C@H](NC(=O)CNC(=O)OCc1ccccc1)c1ccccc1	-1%	-3%	2%
COc1ccc(C2=Nn3c(nnc3-c3cc(OC)ccc3OC)SC2)cc1	6%	9%	-19%

Filtered by structure, the entries above containing a thiophene ring, fused or not
SMILES	BLM inh	APEX1 inh	Anesthetic bind
COC(=O)[C@@H]1C[C@@H]2CC[C@@H](O)C[C@@H]2N1Cc1ccc(C)s1	-1%	-4%	4%
CCC/C=C(\CCC)C(NC(=O)c1cccs1)c1ccc(C(F)(F)F)cc1 (configuration not stated)	1%	-11%	-5%

Two of the compounds above, bar-delimited.
compound | BLM inh | APEX1 inh | Anesthetic bind
COc1cccc(C2=Nn3c(nnc3-c3cccc(OC)c3OC)SC2)c1 | -2% | -1% | -21%
COC(=O)[C@@]1(Cc2ccc(OC)cc2)[C@H]2c3cc(C(=O)N4CCCC4)n(CCc4c[nH]c5ccc(OC)cc45)c3C[C@H]2CN1C(=O)c1ccccc1 | -5% | -4% | -4%

The listing picks up, starting four compounds before the break.
SMILES	BLM inh	APEX1 inh	Anesthetic bind
COc1ccc(C2=Nn3c(nnc3-c3ccc(OC)c(OC)c3)SC2)c(OC)c1	-6%	-4%	-21%
COC(=O)[C@H]1C[C@@H]2CC[C@@H](O)C[C@@H]2N1Cc1c(F)cccc1Cl	-6%	-2%	-8%
C=C(N(C)C)[C@]1(C)C[C@H]1[C@H](NC(=O)CNC(=O)OCc1ccccc1)c1ccccc1	-1%	-3%	2%
COc1ccc(C2=Nn3c(nnc3-c3cc(OC)ccc3OC)SC2)cc1	6%	9%	-19%
COC(=O)[C@@]1(Cc2ccc(OC)cc2)[C@H]2c3cc(C(=O)N4CCCC4)n(Cc4ccc(O)c(OC)c4)c3C[C@H]2CN1C(=O)c1ccccc1	-6%	-9%	8%
COC(=O)[C@@H]1C[C@@]2(O)[C@@H](O)[C@@H](O)[C@@H](O)C[C@H]2N1Cc1ccc(C(C)(C)C)cc1	0%	-1%	-7%
CCCC[C@@H]1C[C@H]1C(NC(=O)c1cccnc1)c1ccc(Cl)cc1 (some centres not stated)	-5%	2%	-3%
Cc1nc(NCc2ccccc2)c2nc(-c3ccccc3)n(CCCN3CCCCC3C)c2n1 (configuration not stated)	9%	-6%	-15%
COc1ccc(C2=Nn3c(nnc3-c3cccc(OC)c3)SC2)cc1	1%	-5%	?
COC(=O)[C@@]1(Cc2ccc(OC)cc2)[C@H]2c3cc(C(=O)N(C)C)n(Cc4ccc(C(F)(F)F)nc4)c3C[C@H]2CN1C(=O)c1ccccc1	-13%	-9%	?
COC(=O)[C@@]1(Cc2ccccc2)[C@H]2c3cc(C(=O)N(C)C)n(Cc4nc5ccccc5[nH]4)c3C[C@H]2CN1C(=O)c1ccccc1	-7%	?	-1%
COC(=O)c1ccc(C(NC(=O)OCc2ccccc2)/C(=C/[C@@H](C)C(=O)NCc2cc(C)on2)c2cccnc2)cc1 (some centres not stated)	-1%	?	-14%
CCCn1c(C)nc2c(NCCO)nc(C)nc21	2%	-5%	-7%
CCCn1c(-c2ccc(F)cc2)nc2c(NCCCCN3CCCC3)nc(C)nc21	4%	9%	-9%
COc1ccc(C2=Nn3c(nnc3-c3ccc(OC)c(OC)c3)SC2)cc1OC	-9%	?	-8%
CC(=O)N1CC=CC1(C)C(=O)NCC1CC1 (configuration not stated)	-6%	-6%	-8%
CNC(=O)[C@H](C)[C@H]1C[C@]1(C)[C@H](NC(=O)OCc1ccccc1)c1ccccc1	-2%	-8%	4%
COc1ccc(OC)c(C2=Nn3c(nnc3-c3ccccc3C)SC2)c1	-2%	0%	?
COc1ccc(C2=Nn3c(nnc3-c3ccccc3O)SC2)cc1	-1%	-1%	-19%
COC(=O)[C@@]1(Cc2ccc(OC)cc2)[C@H]2c3cc(C(=O)N4CCCC4)n(CCc4c[nH]c5cc(F)ccc45)c3C[C@H]2CN1C(=O)c1ccccc1	-10%	-6%	2%
CCC1=C2CC[C@H]3C(=O)N(C)C(=O)[C@H]3[C@H]2[C@@]2(C)C(=O)N(CC3CC3)C(=O)N2C1=O	4%	-1%	0%
COc1ccc(-c2nnc3n2N=C(c2ccc(OC)c(OC)c2)CS3)c(OC)c1	-5%	-5%	-23%
Cc1noc(C)c1-c1ccc2ncnc(NCc3ccc(-c4ccccc4)cc3)c2c1	2%	?	?
C[C@@]1(C(NC(=O)c2cccs2)c2ccc(-c3ccccc3)cc2)C[C@H]1C1CCCCC1 (some centres not stated)	-3%	-2%	-13%
COC(=O)[C@@]1(Cc2ccc(F)cc2)[C@H]2c3cc(C(=O)N4CCCC4)n(Cc4cccc5ccccc45)c3C[C@H]2CN1C(=O)c1ccccc1	-9%	-6%	-4%
CCC1=C2CC[C@H]3C(=O)N(CC(=O)OC)C(=O)[C@H]3[C@H]2[C@@]2(C)C(=NCCc3c[nH]c4ccccc34)OC(=O)N2C1=O	-2%	-9%	-7%
CCCC1(C(=O)OC)C=C2C(=C(c3ccccc3)C(=O)C2C)CN1 (configuration not stated)	-3%	-11%	-5%
CC1=C(C(=O)OCc2ccccc2)C(c2ccc(C3CCCCC3)cc2)NC(=O)N1CCCCCC(=O)O (configuration not stated)	-29%	-1%	-18%
Cc1c(O)c(O)cc2c1oc1c3ccccc3oc(=O)c21	0%	?	?
(more compounds)
SMILES	BLM inh	APEX1 inh	Anesthetic bind
O=S(=O)(Nc1cc(O)cc2cccnc12)c1ccc(Br)s1	-29%	-3%	-23%
O=C(O)c1ccc2c(c1)C(=O)N([C@]1(C(=O)O)CC1c1ccccc1)C2=O (some centres not stated)	1%	-5%	4%
O=S(=O)(Nc1cc(O)cc2cccnc12)c1ccc(Cl)s1	?	1%	?
Cc1c(C(=O)NC2CCCCC2)sc2nc3ccc(N)cc3n12	-2%	-1%	-16%
O=C1C(Cl)=C(NC2CCc3ccccc32)C(=O)c2ncccc21 (configuration not stated)	2.5µM*	?	?
COCC1C2CC[C@H]3C(OCc4ccc(OC)cc4)OC[C@]4(C)[C@H]3C2=C(CN4C(=O)OC(C)(C)C)[C@H](C)C1COC (some centres not stated)	-12%	-8%	-6%
CCC1=C2CC[C@H]3C(=O)NC(=O)[C@H]3[C@H]2[C@@]2(Cc3ccccc3)C(=NCC3CC3)OC(=O)N2C1=O	3%	-8%	6%
Cc1noc(C)c1-c1ccc2ncnc(NCc3cccc(F)c3)c2c1	-3%	-5%	-11%
CCC1=C2CC[C@H]3C(=O)NC(=O)[C@H]3[C@H]2[C@@]2(C)C(=NCC(=O)OC)OC(=O)N2C1=O	7%	-6%	-8%
COC(=O)[C@@]1(Cc2ccccc2)[C@H]2c3cc(C(=O)N(C)C)n(Cc4cc(F)c(F)c(F)c4)c3C[C@H]2CN1C(=O)c1ccccc1	-8%	?	3%
CCCCCCN(C(=O)CCCCCN1C(=O)NC(c2ccc(-c3ccccc3)cc2)C(C(=O)OCc2ccccc2)=C1C)C(C(=O)NCCCC)c1ccc(OCC(=O)O)c(C(=O)O)c1 (configuration not stated)	-18%	-6%	-6%
CC1(C(=O)NCCCNc2ncc(C(F)(F)F)cc2Cl)C=CC2(CCCCC2)N1C(=O)c1ccccc1 (configuration not stated)	-18%	0%	?
CC1=C(C(=O)OCc2ccccc2)C(C2CCCCC2)NC(=O)N1CCCCCC(=O)O (configuration not stated)	-11%	-4%	-2%
CCCn1c(-c2ccc(F)cc2)nc2c(NC3CCN(Cc4ccccc4)C3)nc(C)nc21 (configuration not stated)	4%	8%	-5%
CC1(C)CC(=O)c2c(oc3cc4c(cc23)OCO4)C1	-7%	0%	?
C[C@@H]1C=C[C@](Cc2ccccc2)(C(=O)NCCN2CCOCC2)N1C(=O)c1ccccc1	0%	-2%	-3%
COC(=O)c1ccc(C(NC(=O)OCc2ccccc2)/C(=C/[C@@H](C)C(=O)NCc2ccc(S(C)(=O)=O)cc2)c2cccnc2)cc1 (some centres not stated)	3%	10%	-5%
Cc1noc(C)c1-c1ccc2ncnc(NCc3cc(F)cc(F)c3)c2c1	-7%	-1%	-11%
CC(=O)N1[C@H](C)C=C[C@]1(Cc1ccccc1)C(=O)NCc1ccc(C)o1	-4%	-2%	-8%
COC(=O)[C@@]1(Cc2ccccc2)[C@H]2c3cc(C(=O)N(C)C)n(CCSCCO)c3C[C@H]2CN1C(=O)c1ccccc1	0%	0%	-11%
Cc1cc(CNC(=O)[C@H](C)[C@H]2C[C@]2(C)[C@H](NC(=O)OCc2ccccc2)c2ccccc2)nn1C	-5%	-7%	-2%
C[C@H]1[C@H]2CC[C@H]3[C@@H]4CC=C5C[C@@H](N(C)C)CC[C@]5(C)[C@H]4CC[C@]23CN1C	40%[activator]	-3%&0%	-13%
CCCCCCCCCCCCCCCC(=O)OC(CO)CO	-16%	-3%	?
C[C@@H](C(=O)Nc1ccc2ccccc2c1)[C@@H]1C[C@@]1(C)[C@@H](NS(=O)(=O)c1ccccc1)c1ccccc1	-12%	-7%	-3%
COC(=O)[C@@]1(Cc2ccc(OC)cc2)[C@H]2c3cc(C(=O)N(C)C)n(Cc4ccccn4)c3C[C@H]2CN1C(=O)c1ccccc1	1%	-1%	-14%
COC(=O)N1CC=CC1(C)C(=O)NCc1ccc(C)o1 (configuration not stated)	-2%	-4%	-7%
COC(=O)[C@@]1(Cc2ccc(OC)cc2)[C@H]2c3cc(C(=O)N(C)C)n(CCc4c[nH]c5ccc(O)cc45)c3C[C@H]2CN1C(=O)c1ccccc1	4%	-10%	-12%
COC(=O)c1ccc(C(NC(=O)OCc2ccccc2)/C(I)=C/[C@@H](C)C(=O)NCC2CC2)cc1 (some centres not stated)	-7%	-6%	-1%
COC(=O)c1ccc(C(NC(=O)OCc2ccccc2)/C(C)=C/[C@@H](C)C(=O)NCCN2CCOCC2)cc1 (some centres not stated)	4%	-1%	-3%

BLM inh: what is marked active above
SMILES	BLM inh	APEX1 inh	Anesthetic bind
O=C1C(Cl)=C(NC2CCc3ccccc32)C(=O)c2ncccc21 (configuration not stated)	2.5µM*	?	?

Assay outcomes deposited in PubChem by National Center for Advancing Translational Sciences (NCATS).
